KKLEB tox – cytotoxicity in KKLEB CF airway cells, primary screen, cytotoxicity control for CF NF-kB inhibitor project, cell-based, uHTS, fluorescence assay plates | activity change (cytotoxicity), % at 5 µM | 360,000 tested, 0.36% active | KKLEB CF airway cells viability, ATPlite luminescence, overnight; stronger effect = lower value; cells stimulated with P. aeruginosa culture filtrate | AID 602141, 2011;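 active = corrected activity change at or below -50% at 5 µM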
CF NFkB block – inhibitors of PAF-induced NF-kB signaling, primary screen, cell-based, GFP fluorescence, uHTS; AID 588850, 2011; KKLEB NF-kB-GFP reporter, GFP fluorescence overnight; 360,000 tested, 0.86% active; inhibition, % at 5 µM;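 active = at least 50% inhibition at 5 µM, scaled per plate between neutral and stimulator controls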;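 also: PAF is a Pseudomonas aeruginosa culture filtrate used as stimulus; plate controls were PAF-stimulated DMSO wells for no effect and unstimulated DMSO wells for full effect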
Shn3 3UTR inh – reduction of Shn3 3'UTR firefly luciferase signal, primary screen, Schnurri-3 inhibitor project, cell-based, Clone20 osteoblasts, set 2 | inhibition, % at 12.5 µM | 360,000 tested, 0.52% active | Clone20 osteoblast Shn3 3'UTR firefly luciferase, 24 h;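 active = mean inhibition of at least 75% with every replicate also reaching 75%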;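 also: 0% = median of neutral control wells and 100% = pilot-screen positive control compound; some compounds past the cut are filed as inactive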
iPSC survival up – enhancers of single-cell hiPSC survival, primary screen, ATPlite luminescence. AID 602274, 2012. survival enhancement, % at 20 µM. 100% = ROCK inhibitor wells, 0% = DMSO. 360,000 tested, 0.044% active; in the data active = survival enhancement above about 18%;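 also: cells exposed to compounds for 16 hours before the ATP read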
NR2E3 ag-1 – NR2E3 agonists in two-hybrid cells, primary screen, cell-based, luminescence, CHO-S, Gal4-NCOR/VP16-NR2E3; Photoreceptor-specific nuclear receptor (Homo sapiens), Q9Y5X4; luciferase; inhibition of corepressor binding, % at 3.98 µM; 360,000 tested, 0.35% active; AID 602229, 2012;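 active = inhibition above the mean of all tested compounds plus 3 SD, cut at about 70% in these data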;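 also: 0% = DMSO with NR2E3 transfected cells and 100% = cells lacking NR2E3 construct; higher means lower luciferase signal from less NR2E3 corepressor binding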
Target sequence (Q9Y5X4 whole entry, looked up, the tested form may be a part): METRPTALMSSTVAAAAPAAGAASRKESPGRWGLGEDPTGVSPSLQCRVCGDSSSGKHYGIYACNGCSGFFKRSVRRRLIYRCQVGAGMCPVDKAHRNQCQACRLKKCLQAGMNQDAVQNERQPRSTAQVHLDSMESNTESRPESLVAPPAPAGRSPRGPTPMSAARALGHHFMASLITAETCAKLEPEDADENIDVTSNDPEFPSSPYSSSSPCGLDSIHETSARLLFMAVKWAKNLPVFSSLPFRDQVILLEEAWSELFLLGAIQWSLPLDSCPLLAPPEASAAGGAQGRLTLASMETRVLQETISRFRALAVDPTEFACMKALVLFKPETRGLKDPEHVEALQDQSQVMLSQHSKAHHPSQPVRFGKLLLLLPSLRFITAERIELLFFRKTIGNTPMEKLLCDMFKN
NR2E3 ag-2 – inhibitors of NR2E3-RetCOR corepressor binding, primary screen, NR2E3 agonist project, biochemical, TR-FRET, GST-NR2E3, biotin-RetCOR | 1536-well | 320,000 tested, 0.12% active | AID 2300, 2010 | Photoreceptor-specific nuclear receptor (Homo sapiens), Q9Y5X4 | inhibition of corepressor binding, % at 4.78 µM;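 active = percent inhibition above the cutoff of mean plus 3 SD of all tested compounds, set per screening campaign, cut at about 20% in these data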;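 also: 0% = DMSO wells and 100% = biotin wells as full block of FRET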
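system = GST-tagged NR2E3 plus biotinylated RetCOR corepressor | input = 1.35 nM GST-NR2E3 | also added = 7 nM biotin-RetCOR | schedule = 5 h incubation at 4 °C | measured by = TR-FRET with europium anti-GST and streptavidin-D2, 340 nm excitation | read-out = percent loss of FRET ratio relative to control wells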
Peg3 prom inh – Peg3 promoter-driven luciferase inhibitors, primary screen, cell-based, HeLa, luciferase luminescence; 360,000 tested, 1.7% active; inhibition, % at 20 µM; HeLa PEG-Prom luciferase reporter, overnight;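 active = inhibition of at least 50% at 20 µM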
MITF TRPM1 inh – inhibitors of MITF-dependent TRPM1 promoter reporter, primary screen, cell-based, SK-MEL-5, single point, luciferase; SK-MEL-5 TRPM1 promoter luciferase, 24 h; inhibition, % at 12.5 µM; 330,000 tested, 0.83% active; AID 488899, 2010;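 active = mean inhibition across replicates of 60% or more, whatever share of single replicates reaches that level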; also: values of inactives mirror those of a sister screen read the other way
TWEAK-Fn14 inh – inhibitors of TWEAK-Fn14 signaling, primary screen, luciferase reporter cells, uHTS | TWEAK-stimulated Fn14 reporter cells, luciferase luminescence, 8 h | inhibition, % at 10 µM | 360,000 tested, 2% active; in the data active = inhibition above about 50%
HIF-2a block – HIF-2a reporter inhibitors, primary screen, luminescence, 786-0 RCC cells; 786-0 RCC cells HIF-2a reporter, luciferase luminescence, overnight; inhibition, % at 18.8 µM; 360,000 tested, 0.72% active; AID 624352, 2012;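 active = inhibition of the luminescence signal of 40% or more relative to plate controls, in a single-dose primary screen at 18.75 µM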
aDG glyco up – activators of alpha-DG glycosylation, primary screen, uHTS, Pro5-aDG cells, AlphaScreen. alpha-DG glycosylation AlphaScreen (IIH6); 0% Pro5, 100% B10-LARGE cell signal. activation, % at 10 µM. 360,000 tested, 0.22% active. AID 624168, 2012;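 active = activation of at least 8% versus controls, or a plate z-score of at least 8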;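 also: Pro5 are CHO cells carrying HIG-tagged alpha-DG that lacks glycosylation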
The depositor's hits bear a star.

What do the screens show for `CCOC(=O)CC1(CC(=O)OCC)NC(=O)c2c(C)sc(C(=O)OCC)c2N1`?
KKLEB tox: -6; CF NFkB block: -9; Shn3 3UTR inh: 11; iPSC survival up: -0.5; NR2E3 ag-1: -6; NR2E3 ag-2: 1; Peg3 prom inh: 17; MITF TRPM1 inh: 5; TWEAK-Fn14 inh: -14; HIF-2a block: 14; aDG glyco up: 0.4

What do the screens show for `Cc1cc(C)cc(-n2cc[nH]c2=S)c1`?
KKLEB tox: -3; CF NFkB block: 21; Shn3 3UTR inh: -11; iPSC survival up: 0.2; NR2E3 ag-1: -4; NR2E3 ag-2: -3; Peg3 prom inh: -3; MITF TRPM1 inh: 10; TWEAK-Fn14 inh: 25; HIF-2a block: 5; aDG glyco up: 0.0

How did O=C(COC(=O)CCc1nc2ccccc2c(=O)[nH]1)Nc1ccc(N2CCOCC2)cc1 do in these assays?
KKLEB tox: -13; CF NFkB block: -5; Shn3 3UTR inh: -1; iPSC survival up: -0.4; NR2E3 ag-1: -7; NR2E3 ag-2: 1; Peg3 prom inh: 8; MITF TRPM1 inh: -7; TWEAK-Fn14 inh: -1; HIF-2a block: 7; aDG glyco up: 0.0

What do the screens show for `COc1cccc(CNC(=O)COC(=O)CN2C(=O)NC3(CCCCC3C)C2=O)c1` (stereo not drawn)?
KKLEB tox: 7; CF NFkB block: 2; Shn3 3UTR inh: -10; iPSC survival up: 0.1; NR2E3 ag-1: -13; NR2E3 ag-2: -1; Peg3 prom inh: -2; TWEAK-Fn14 inh: -4; HIF-2a block: 8; aDG glyco up: 0.1

Results for COC(C/C=C\[C@H](O)COCc1ccccc1)OC ?
KKLEB tox: 10; CF NFkB block: -36; Shn3 3UTR inh: -11; iPSC survival up: -2.3; NR2E3 ag-1: -1; NR2E3 ag-2: 1; Peg3 prom inh: 4; MITF TRPM1 inh: 3; TWEAK-Fn14 inh: 1; HIF-2a block: 12; aDG glyco up: 0.8

What do the screens show for `COc1ccc(-c2nc(N)ncc2-c2ccccc2)c(O)c1`?
KKLEB tox: 2; CF NFkB block: 7; Shn3 3UTR inh: 20; iPSC survival up: 0.8; NR2E3 ag-1: -8; NR2E3 ag-2: 1; Peg3 prom inh: 8; MITF TRPM1 inh: -4; TWEAK-Fn14 inh: 5; HIF-2a block: 14; aDG glyco up: 0.2

Results for CCN(C(=S)NC(=O)C1CCCC1)C1CCCCC1 ?
KKLEB tox: 4; CF NFkB block: 5; Shn3 3UTR inh: -25; iPSC survival up: -0.4; NR2E3 ag-1: -17; NR2E3 ag-2: 3; Peg3 prom inh: 6; MITF TRPM1 inh: -1; TWEAK-Fn14 inh: 12; HIF-2a block: -6; aDG glyco up: 0.0

How did Cc1ccc(/C=N/N=C2/NC(=O)C(CC(=O)Nc3ccccc3)S2)o1 (stereo not drawn) do in these assays?
KKLEB tox: -9; CF NFkB block: 15; Shn3 3UTR inh: 0; iPSC survival up: 0.1; NR2E3 ag-1: 41; NR2E3 ag-2: 1; Peg3 prom inh: -1; MITF TRPM1 inh: 9; TWEAK-Fn14 inh: 7; HIF-2a block: 8; aDG glyco up: 0.4

Results for Cc1nn(-c2ccccc2)c(C)c1/C=N/N1CCN(c2ccccc2)CC1 ?
KKLEB tox: 8; CF NFkB block: -8; Shn3 3UTR inh: 17; iPSC survival up: 3.7; NR2E3 ag-1: -8; NR2E3 ag-2: 0; Peg3 prom inh: 12; MITF TRPM1 inh: -16; TWEAK-Fn14 inh: 4; HIF-2a block: 1; aDG glyco up: -0.4

What do the screens show for `O=C(Nc1ccc(Cl)c(-c2nc3ccccc3[nH]2)c1)c1ccc2c(c1)OCO2`?
KKLEB tox: 4; CF NFkB block: -22; Shn3 3UTR inh: 19; iPSC survival up: 1.2; NR2E3 ag-1: 1; NR2E3 ag-2: 0; Peg3 prom inh: -12; MITF TRPM1 inh: 1; TWEAK-Fn14 inh: -10; HIF-2a block: -51; aDG glyco up: 0.6

Results for CC(=O)Nc1cccc(C(=O)OCN2C(=O)c3ccccc3C2=O)c1 ?
KKLEB tox: 5; CF NFkB block: -12; Shn3 3UTR inh: 4; iPSC survival up: -0.3; NR2E3 ag-1: 5; Peg3 prom inh: -3; MITF TRPM1 inh: 7; TWEAK-Fn14 inh: -2; HIF-2a block: 9; aDG glyco up: -0.3

How did c1ccc2c(c1)ccc1nnc(SCc3ccc4c(c3)OCCO4)n12 do in these assays?
KKLEB tox: 5; CF NFkB block: 0; Shn3 3UTR inh: -15; iPSC survival up: -0.5; NR2E3 ag-1: -27; NR2E3 ag-2: 4; Peg3 prom inh: -60; MITF TRPM1 inh: -13; TWEAK-Fn14 inh: -30; HIF-2a block: -86; aDG glyco up: -0.2

What do the screens show for `COc1ccc(CCNC(=O)CNS(=O)(=O)c2ccc(F)c(Cl)c2)cc1OC`?
KKLEB tox: -2; CF NFkB block: 0; Shn3 3UTR inh: 8; iPSC survival up: 0.5; NR2E3 ag-1: -11; NR2E3 ag-2: 5; Peg3 prom inh: 17; MITF TRPM1 inh: 13; TWEAK-Fn14 inh: -5; HIF-2a block: 12; aDG glyco up: -0.1

Results for CCOC(=O)CNC(=O)N1CCCC(CCC(=O)NCc2ccc(F)c(F)c2)C1 (stereo not drawn) ?
KKLEB tox: 10; CF NFkB block: -1; Shn3 3UTR inh: 8; iPSC survival up: -0.6; NR2E3 ag-1: 5; NR2E3 ag-2: 1; Peg3 prom inh: -3; MITF TRPM1 inh: -3; TWEAK-Fn14 inh: 0; HIF-2a block: 22; aDG glyco up: 0.0

Results for Cc1nn(Cc2ccc(Cl)cc2)c(Cl)c1/C=N/NC(=O)c1cccnc1 ?
KKLEB tox: -28; CF NFkB block: -13; Shn3 3UTR inh: -26; iPSC survival up: -0.8; NR2E3 ag-1: -20; NR2E3 ag-2: -2; Peg3 prom inh: 15; MITF TRPM1 inh: 19; TWEAK-Fn14 inh: 13; HIF-2a block: 12; aDG glyco up: 0.1

Results for O=C(Nc1ccc(NC(=O)c2cccs2)cc1)c1ccco1 ?
KKLEB tox: -2; CF NFkB block: 1; Shn3 3UTR inh: -62; iPSC survival up: -0.3; NR2E3 ag-1: -30; NR2E3 ag-2: 0; Peg3 prom inh: -222; MITF TRPM1 inh: -96; TWEAK-Fn14 inh: -34; HIF-2a block: -253; aDG glyco up: 0.0

What do the screens show for `CCC(=O)NC(c1cccc([N+](=O)[O-])c1)c1c(OC(C)=O)ccc2ccccc12` (stereo not drawn)?
KKLEB tox: 2; CF NFkB block: 11; Shn3 3UTR inh: -1; iPSC survival up: 1.5; NR2E3 ag-1: -28; NR2E3 ag-2: -1; Peg3 prom inh: 19; MITF TRPM1 inh: 7; TWEAK-Fn14 inh: 13; HIF-2a block: 7; aDG glyco up: 0.0

What do the screens show for `CC(C(=O)NCc1ccccc1Cl)N1C(=O)c2ccccc2C1=O` (stereo not drawn)?
KKLEB tox: 6; CF NFkB block: 1; Shn3 3UTR inh: -2; iPSC survival up: -0.3; NR2E3 ag-1: 2; NR2E3 ag-2: 8; Peg3 prom inh: -7; MITF TRPM1 inh: -7; TWEAK-Fn14 inh: 17; HIF-2a block: 14; aDG glyco up: 0.1

Results for COc1ccc(S(=O)(=O)N2CCCC(C(=O)NCc3ccccc3)C2)cc1 (stereo not drawn) ?
KKLEB tox: 5; CF NFkB block: -3; Shn3 3UTR inh: -8; iPSC survival up: -0.4; NR2E3 ag-1: 6; NR2E3 ag-2: 4; Peg3 prom inh: 11; MITF TRPM1 inh: 0; TWEAK-Fn14 inh: 2; HIF-2a block: 1; aDG glyco up: -0.1

Results for COc1ccccc1Oc1ccc(S(=O)(=O)N2CCCCC2C)cc1 (stereo not drawn) ?
KKLEB tox: 1; CF NFkB block: 7; Shn3 3UTR inh: -9; iPSC survival up: -0.5; NR2E3 ag-1: 3; NR2E3 ag-2: 2; Peg3 prom inh: -2; MITF TRPM1 inh: -13; TWEAK-Fn14 inh: -4; HIF-2a block: -26; aDG glyco up: 0.3

Results for COc1ccc(-c2csc(Cc3nc(O)cs3)n2)cc1 ?
KKLEB tox: 15; CF NFkB block: -29; Shn3 3UTR inh: -79; iPSC survival up: 0.9; NR2E3 ag-1: -107; NR2E3 ag-2: 4; Peg3 prom inh: -195; MITF TRPM1 inh: -58; TWEAK-Fn14 inh: -15; HIF-2a block: -302; aDG glyco up: -1.2

Results for CCC(=O)Nc1ccc(C(=O)CN2C(=O)NC3(CCCCCC3)C2=O)cc1 ?
KKLEB tox: 12; CF NFkB block: -12; Shn3 3UTR inh: 6; iPSC survival up: 1.1; NR2E3 ag-1: 0; NR2E3 ag-2: 2; Peg3 prom inh: 2; MITF TRPM1 inh: 1; TWEAK-Fn14 inh: -10; HIF-2a block: 8; aDG glyco up: -0.1

What do the screens show for `COc1cccc(-c2nc(Oc3cccc(C)c3C)c3ccccc3n2)c1O`?
KKLEB tox: 9; CF NFkB block: -5; Shn3 3UTR inh: -31; iPSC survival up: -1.4; NR2E3 ag-1: 5; NR2E3 ag-2: -4; Peg3 prom inh: -32; MITF TRPM1 inh: 10; TWEAK-Fn14 inh: 31; HIF-2a block: -8; aDG glyco up: 0.6

Results for CCCCn1c(N)c(N(CC(C)C)C(=O)c2ccc(S(=O)(=O)N3CCCCCC3)cc2)c(=O)[nH]c1=O ?
KKLEB tox: -19; CF NFkB block: 24; Shn3 3UTR inh: -14; iPSC survival up: -0.5; NR2E3 ag-1: -2; NR2E3 ag-2: -4; Peg3 prom inh: 13; MITF TRPM1 inh: -1; TWEAK-Fn14 inh: 4; HIF-2a block: 17; aDG glyco up: 0.0

How did CN(C)C1(CN=Cc2cc(Cl)cc([N+](=O)[O-])c2O)CCCCC1 do in these assays?
KKLEB tox: 11; CF NFkB block: -9; Shn3 3UTR inh: 4; iPSC survival up: -0.3; NR2E3 ag-1: -48; NR2E3 ag-2: 2; Peg3 prom inh: 10; MITF TRPM1 inh: 0; TWEAK-Fn14 inh: 26; HIF-2a block: -2; aDG glyco up: 0.0

Compound activity as filed in PubChem BioAssay.
